# tim10-1 inh – growth inhibitors of tim10-1 mutant yeast, primary screen, luminescence, uHTS | 330,000 compounds, 2.2% hits | inhibition, % at 20 µM | S. cerevisiae tim10-1 ts strain growth, BacTiter-Glo, 24 h | AID 463190, 2010;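 active = inhibition of at least 40%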;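 also: mutant grown at 25 °C; 0% = DMSO wells with yeast and 100% = wells holding no yeast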
# Mdm2 MdmX PPI – inhibitors of human Mdm2-MdmX association, primary screen, cell-based, luminescence, split luciferase, SaOS-2, uHTS. Protein Mdm4 (Homo sapiens) + E3 ubiquitin-protein ligase Mdm2 (Homo sapiens), …. SaOS-2 split-luciferase Mdm2/MdmX complementation. inhibition, % at 8 µM. 330,000 compounds, 3% hits;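 active = inhibition of at least 50% at 8 µM in the primary screen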
# Target sequence (O15151 whole entry, looked up): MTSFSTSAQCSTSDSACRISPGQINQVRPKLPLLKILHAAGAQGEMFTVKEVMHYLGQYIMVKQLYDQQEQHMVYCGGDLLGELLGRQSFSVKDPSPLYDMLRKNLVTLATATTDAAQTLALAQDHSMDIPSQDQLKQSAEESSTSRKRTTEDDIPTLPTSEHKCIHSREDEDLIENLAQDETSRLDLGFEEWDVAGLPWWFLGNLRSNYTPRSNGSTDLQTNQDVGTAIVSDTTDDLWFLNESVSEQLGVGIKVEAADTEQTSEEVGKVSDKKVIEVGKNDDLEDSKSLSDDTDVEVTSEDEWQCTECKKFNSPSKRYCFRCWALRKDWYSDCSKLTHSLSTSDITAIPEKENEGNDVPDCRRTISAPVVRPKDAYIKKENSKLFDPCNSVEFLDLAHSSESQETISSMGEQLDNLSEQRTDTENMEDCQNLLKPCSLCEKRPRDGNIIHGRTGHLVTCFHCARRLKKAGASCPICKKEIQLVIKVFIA
# Target sequence (Q00987 whole entry, looked up): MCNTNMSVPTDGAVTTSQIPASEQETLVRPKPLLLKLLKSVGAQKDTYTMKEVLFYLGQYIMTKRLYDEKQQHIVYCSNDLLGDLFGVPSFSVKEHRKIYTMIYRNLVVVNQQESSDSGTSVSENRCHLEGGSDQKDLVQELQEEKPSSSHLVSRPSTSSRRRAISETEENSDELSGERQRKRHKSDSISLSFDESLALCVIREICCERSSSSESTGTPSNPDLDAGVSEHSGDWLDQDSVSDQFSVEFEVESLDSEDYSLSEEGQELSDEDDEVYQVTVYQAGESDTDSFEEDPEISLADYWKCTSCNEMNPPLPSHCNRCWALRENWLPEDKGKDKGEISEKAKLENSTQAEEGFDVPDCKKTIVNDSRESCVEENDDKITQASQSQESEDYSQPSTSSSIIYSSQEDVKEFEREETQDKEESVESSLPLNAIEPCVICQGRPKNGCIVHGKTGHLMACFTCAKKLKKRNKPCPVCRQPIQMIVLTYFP
# tim23-1 inh – growth inhibitors of tim23-1 mutant yeast, primary screen, luminescence, uHTS; inhibition, % at 20 µM; 330,000 compounds, 1.3% hits; S. cerevisiae tim23-1 growth, BacTiter-Glo luminescence, 24 h; AID 463212, 2010;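 active = growth inhibition of the mutant yeast at or above 50%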;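 also: temperature-sensitive mutant grown at 25 °C; plate controls were DMSO-treated mutant yeast for no effect and medium wells lacking yeast for full effect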
# APJ antagonist – antagonists of human apelin receptor APJ, primary screen, CHO-K1 cells, beta-arrestin complementation, luminescence; 330,000 compounds, 0.32% hits; inhibition, % at 20 µM; P35414;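 active = inhibition above about 40% at 20 µM, limit read from the data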;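 also: cells challenged with 10 nM apelin-13 agonist together with compound; plate controls were apelin-13 plus DMSO wells for no effect and DMSO wells lacking apelin-13 for full effect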
# APJ agonist – agonists of human apelin receptor APJ, primary screen, CHO-K1 cells, PathHunter beta-arrestin, luminescence; 0% DMSO wells, 100% apelin; 330,000 compounds, 0.11% hits; P35414; activation, % at 20 µM;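 active = activation more than six SD over the plate average, tested at 20 µM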;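 also: 0% = DMSO alone and 100% = apelin-13 at 10 nM; some results filed as inactive read as strong as hits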
#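 assay system = CHO-K1 APJ beta-arrestin complementation cell line | input = cell density 1000 per well | dosing = compound 20 µM once, DMSO 1% | timing = compound 90 min 25 °C, reagent 1 h | measured by = luminescence from split beta-galactosidase complementation, Galacton Star/Emerald II substrate | read-out basis = APJ agonist activity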
# CXCR6 inh – CXCR6 receptor inhibitors, primary screen, cell-based, beta-arrestin, luminescence, CHO-K1 PathHunter, 1536-well; C-X-C chemokine receptor type 6 (Homo sapiens), O00574; inhibition, % at 20 µM; 360,000 compounds, 0.36% hits; AID 602244, 2012; in the data active = inhibition above about 34%, passing the limit was not always enough;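 also: antagonist mode with CXCL16 agonist at 10 nM final; 0% = 10 nM CXCL16 with DMSO and 100% = unstimulated wells without agonist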
# TIM10 inh – growth inhibitors of isogenic TIM10 control yeast, primary screen, counter-screen for tim10-1 yeast inhibitor project, luminescence, uHTS; inhibition, % at 10 µM; 330,000 compounds, 1.4% hits; S. cerevisiae TIM10 strain growth, BacTiter-Glo luminescence, 24 h;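 active = inhibition of 40% or more at the single tested concentration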;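 also: wild-type TIM10 isogenic control strain grown at permissive 25 °C; 0% = DMSO yeast wells and 100% = minimal medium wells without yeast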
# XBP1 UPR activ – activators of adaptive XBP1 UPR arm, primary screen, cell-based, CHO-XBP1 luciferase reporter, luminescence, uHTS; activation, % at 20 µM; 330,000 compounds, 0.33% hits; IRE1-XBP1 UPR activation; percent of tunicamycin response, DMSO as zero; AID 463104, 2010;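 active = versus positive control, 20 µM dose yields 30% or more activation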;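 also: 100% = tunicamycin at 10 µg/mL and 0% = DMSO only wells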
#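 assay system = CHO-XBP1 luciferase reporter cells | amount = 1000 cells/well | buffer or medium = F12 plus 10% FBS | compound dosing = single point, 20 µM final compound, 1% DMSO | incubation = 16-18 h cell attachment at 37 °C, then 6 h compound exposure | detection = Steady-Glo luminescence read | controls = tunicamycin 10 µg/mL and vehicle-only wells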
# CHOP UPR activ – activators of apoptotic CHOP UPR arm, primary screen, cell-based, CHO-CHOP luciferase reporter, luminescence, uHTS. UPR activation; percent of tunicamycin response over DMSO baseline. activation, % at 10 µM. 330,000 compounds, 0.34% hits;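 active = at 10 µM dose, activation of 40% or more, normalized to positive control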;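 also: 100% = tunicamycin at 10 µg/mL and 0% = DMSO alone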
#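 assay system = CHO CHOP reporter cells | amount = 500 CHO-CHOP cells per well | buffer or medium = F12 with 10% FBS | incubation = 16-18 h cell attachment, then 6 h compound exposure, 37 °C | detection = luminescence read with Steady-Glo | read-out = percent activation relative to tunicamycin control | controls = tunicamycin high control, DMSO low control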
# An asterisk follows results filed as active; x = not tested or not shown. The list is partial. The share of hits here may be higher or lower than overall.
SMILES,tim10-1 inh,Mdm2 MdmX PPI,tim23-1 inh,APJ antagonist,APJ agonist,CXCR6 inh,TIM10 inh,XBP1 UPR activ,CHOP UPR activ
COc1ccc(NC(=O)NC2(C(=O)N3CCN4CCCC4C3)CCCCC2)cc1 (stereo not drawn),7,13,2,4,-4,11,-3,0,-1.0
CC(=O)NCC(=O)NC1CC(C)(C)Cc2c1cnn2-c1ccccc1 (stereo not drawn),-6,-27,-10,6,-3,0,5,-2,-1.0
S=C(Nc1ccc(Cl)cc1)NC1CC2CCCC(C1)N2C1CCCC1 (stereo not drawn),6,-4,1,2,0,11,-5,-1,-1.0
O=c1[nH]cc(S(=O)(=O)N2CCN(c3cccc(Cl)c3)CC2)c(=O)[nH]1,-4,0,-16,17,-1,-1,-7,1,-1.2
O=C(NCCO)N1c2ccccc2Sc2ccccc21,3,23,8,-5,-1,-4,-2,-3,3.2
CCN(C(=O)COC(=O)c1cc([N+](=O)[O-])ccc1N1CCOCC1)C1CCS(=O)(=O)C1 (stereo not drawn),-1,-4,13,10,-3,1,-5,0,-0.1
COc1cc(CN2CCc3ccccc3C2)cc([N+](=O)[O-])c1O,26,-14,15,-31,7,12,12,-4,1.5
Cc1nn(Cc2ccc(Cl)cc2)c(C)c1NC(=O)c1cc(C(C)C)on1,-2,31,15,16,5,-8,13,4,2.5
CCN=C1SC(C(=O)NCCc2ccccc2)CC(=O)N1CC (stereo not drawn),22,-31,10,19,2,4,9,-1,0.5
CC1CCCC1/C(=N/O)c1ccccc1 (stereo not drawn),10,-3,20,-8,-3,-3,-6,-1,-1.2
O=C(CC(c1ccccc1)c1ccccc1)N1CCN(c2ccccn2)CC1,30,17,29,-1,-4,-1,19,-2,2.4
C=CCN(Cc1cc(OC)ccc1OC)C(=O)c1cc2ccc(OC)cc2[nH]1,20,33,0,1,0,-11,38,-7,2.4
CCOC(=O)c1cncc(C#CCO)c1,9,-7,10,6,1,6,14,0,1.1
O=C(Nc1ccnn1C1CCN(C(=O)c2cccc(C(F)(F)F)c2)CC1)C1CC1,-9,25,8,10,9,4,-1,-7,1.6
S=C(NCC1CCCO1)Nc1ccc(Nc2ccccc2)cc1 (stereo not drawn),36,3,12,7,-2,-13,25,-3,-2.1
COc1ccccc1CN(CC(=O)NCc1ccc(F)cc1)C(=O)c1csnn1,7,-11,0,13,-5,-10,12,-1,-0.4
O=C(CN1CCC(n2nnc3cc(C(F)(F)F)ccc32)CC1)Nc1ccc2c(c1)OCCO2,31,40,36,9,1,-8,17,-4,-4.5
Cc1ccc(OCc2nnc(NC(=O)OCC(C)C)s2)c(C)c1,4,40,-5,9,-16,x,-2,-1,0.0
COc1ccc(CNC(=O)CN(CCC(C)C)S(=O)(=O)c2ccc3c(c2)OCCO3)cc1,39,6,33,1,1,-2,16,-2,-1.2
O=C(NNC(=O)c1cnccc1C(F)(F)F)c1cccc(Cl)c1,5,1,3,-7,-2,7,-10,0,0.7
O=C(COC(=O)Cc1ccc(Cl)cc1)Nc1ccc(OC(F)F)cc1,12,3,1,12,0,-8,-2,-1,3.6
CN(C)CCn1c2c(c(SCC(=O)Nc3ccccc3)nc1=O)CCCC2,-17,24,-9,13,-3,-4,-9,-2,0.0
O=C1c2ccccc2S(=O)(=O)N1CC1CC(c2ccccc2)=NO1 (stereo not drawn),24,4,5,7,-4,0,11,-2,4.5
CC[C@@]12C(=O)N(c3cccc(Cl)c3)C(=O)N1[C@H](c1ccc(Br)cc1)[C@@H]1C(=O)N(C(C)(C)C)C(=O)[C@@H]12,14,13,20,-3,-1,3,11,0,1.8
CN(C(=O)COc1ccc(Cl)cc1Cl)c1nnc(C23CC4CC(CC(C4)C2)C3)s1,21,15,32,1,-1,-1,14,-5,2.3
Nc1nnnn1/N=C/c1ccc(O)cc1,17,-2,5,-10,0,7,-7,1,-0.9
Brc1c(CSc2nncc3ccccc23)nc2ccccn12,-1,22,40,7,-1,-2,6,8,0.4
O=C(NC1CC2CCC(C1)N2Cc1nnnn1Cc1ccco1)NC12CC3CC(CC(C3)C1)C2 (stereo not drawn),20,12,9,15,-5,-8,4,-1,-0.7
CCN1CCN(c2ccc(NC(=O)c3cccnc3)cc2Cl)CC1,-7,-64,-40,-4,-3,-2,-12,1,2.4
O=C(CCCCl)NC(=S)Nc1ccc(N2CCOCC2)cc1,21,-23,17,-7,6,-2,13,0,2.9

# Record cards (already shown).
# O=C(COC(=O)Cc1ccc(Cl)cc1)Nc1ccc(OC(F)F)cc1 across the screens: tim10-1 inh = 12; Mdm2 MdmX PPI = 3; tim23-1 inh = 1; APJ antagonist = 12; APJ agonist = 0; CXCR6 inh = -8; TIM10 inh = -2; XBP1 UPR activ = -1; CHOP UPR activ = 3.6
# CN(C(=O)COc1ccc(Cl)cc1Cl)c1nnc(C23CC4CC(CC(C4)C2)C3)s1 across the screens: tim10-1 inh = 21; Mdm2 MdmX PPI = 15; tim23-1 inh = 32; APJ antagonist = 1; APJ agonist = -1; CXCR6 inh = -1; TIM10 inh = 14; XBP1 UPR activ = -5; CHOP UPR activ = 2.3

# Going on with the list.
SMILES,tim10-1 inh,Mdm2 MdmX PPI,tim23-1 inh,APJ antagonist,APJ agonist,CXCR6 inh,TIM10 inh,XBP1 UPR activ,CHOP UPR activ
Cc1occc1-c1nnc(SCC(=O)Nc2c(F)cccc2F)n1C,-5,-12,-3,11,-5,10,3,1,-1.5
COc1cc2[nH]c(=O)n(CCCCCC(=O)NCCCN3CCC(C)CC3)c(=O)c2cc1OC,4,-16,6,0,-3,-4,-15,2,-1.9
COc1cc(CN2CCNC(=O)C2CC(=O)N(C)CCN2CCOCC2)cc(OC)c1 (stereo not drawn),18,26,13,6,-2,1,-5,-2,-1.2
Cc1ccc(C)c(NS(=O)(=O)c2ccc3c(c2)NC(=O)CCS3)c1,5,27,0,26,-1,2,-8,-8,2.6
COc1ccccc1/C=C(/C(=O)OCC(=O)Nc1ccc(N(C)C)cc1)c1ccccc1,24,-11,20,7,0,0,26,-1,1.6
Cc1ccnc(NC(=O)c2ccc(S(=O)(=O)NCc3ccco3)cc2)c1,20,9,15,-16,5,-18,5,2,0.3
COc1cccc(S(=O)(=O)Nc2ccc(C(=O)NCc3ccco3)cc2)c1,7,-1,-1,-1,-4,6,7,-1,-2.4
Cc1nc2nc(CNC(=O)OC(C)(C)C)nn2c(C)c1CCC(=O)Nc1ccc2c(c1)OCO2,-5,2,-13,13,-2,3,-5,-3,3.3
N#CC(C(=O)NC1CC1)c1nc2ccccc2nc1N1CCN(C/C=C/c2ccccc2)CC1 (stereo not drawn),34,16,26,10,-1,14,22,2,-1.7
CC(OC(=O)CSc1ccc([N+](=O)[O-])cc1)C(=O)NC1CC1 (stereo not drawn),-1,8,-2,17,-4,-16,-8,-2,-1.0
COc1cc(C(=O)Nc2cccc(S(=O)(=O)N3CCCC3)c2)cc(OC)c1C,14,15,27,-39,1,14,17,-1,-1.0
O=C(c1cccc(O)c1)N1CCN(C(=O)C2CC2)CC1,8,-21,11,-8,-2,-1,4,1,-0.9
NC(=O)CSc1nc2scc(-c3ccc(Cl)cc3)c2c(=O)n1Cc1ccccc1,11,34,-4,4,-2,7,-1,0,0.6
CCSc1nnc(-c2ccncc2)n1Cc1ccccc1,5,19,14,-19,2,0,1,-1,-2.2
O=C(Cn1cc2c(n1)CCCC2)NC1CCN(Cc2ccccc2)CC1,14,-28,7,-48,-4,0,2,1,1.4
COc1ccc(CNC(=O)CN=C2NC(=O)C(c3ccccc3)(c3ccccc3)N2)cc1,-8,4,7,-7,-2,-3,7,0,2.2
CCO/N=C/c1ccc(OC)c(Oc2nc(OC)cc(OC)n2)c1,26,7,17,-8,-1,7,3,0,-1.2
Cn1c(N)c(C(=O)COC(=O)C2(c3ccc(Cl)cc3)CCCC2)c(=O)n(C)c1=O,5,27,-4,-18,2,1,-6,-3,2.3
CCOc1cc(C=O)cc(Br)c1OCC(N)=O,1,5,21,7,-6,1,-26,-2,0.7
COc1ccc(/C=C2\SC(=S)N(CCCC(=O)NC3CCCC3)C2=O)cc1OC,11,43,-4,5,-4,18,1,-8,-4.0
COc1ccc(-c2[nH]ncc2CNCCn2cccn2)c(F)c1,4,-1,14,-13,-3,-2,4,0,-1.4
c1ccc(-n2cc(CN3CCC(N4CCOCC4)CC3)c(-c3ccc4c(c3)OCO4)n2)cc1,17,6,11,0,-4,8,-12,3,1.2
c1cncc(CNC2CCCc3ccccc32)c1 (stereo not drawn),9,-9,7,-12,-2,7,-9,1,-0.2
COc1cccc(S(=O)(=O)N2CCOCC2)c1,16,25,9,7,-1,3,-1,0,0.1
CC(C)(C#CCN1CCCC1)OCCC#N,-1,8,-10,32,-1,4,-6,-4,-3.2
CC1CC(C)CN(C(=O)COC(=O)Cc2ccc(Br)cc2)C1 (stereo not drawn),15,-18,19,17,-2,2,13,-2,2.5
O=C(NCc1cccnc1)c1ccc(-c2cccc(Cl)c2Cl)o1,36,31,25,-17,-1,-12,19,-2,1.6
COCC(=O)N(C)C1(c2nnnn2CCOC(=O)Nc2ccc(Cl)cc2)CCCC1,9,20,-2,7,0,-3,3,0,1.0
CCN(C[C@H]1N[C@@](Cc2ccccc2)(C(=O)OC)[C@H]2C(=O)N(C)C(=O)[C@@H]12)S(=O)(=O)c1ccc(OC(F)(F)F)cc1,2,21,0,-6,-1,-4,2,-1,2.9
COc1ccc(N2CCN(C(=O)c3ccc(CS(=O)(=O)c4ccccc4C)o3)CC2)cc1,8,9,-5,12,-5,-5,6,-5,1.7
O=C(Nc1c(C(=O)C2CC2)oc2ccccc12)c1ccc(Cl)cc1,-1,21,6,1,-3,-4,-16,-2,-1.5
COc1ccc(-c2cc(CNS(=O)(=O)c3ccccc3)on2)cc1,16,-32,3,-8,0,-1,18,-3,2.2
CC(=O)c1cc(CN2CCC(n3nccc3NC(=O)c3ccccc3C)CC2)cs1,1,16,7,21,-2,4,-3,-5,2.8
Cc1cccc(N2CCN(CC(=O)Nc3ccc(S(=O)(=O)N4CCOCC4)cc3)CC2)c1C,41*,10,23,2,4,-5,22,-3,4.7
O=C(C(=O)N1CCN(c2ccccc2F)CC1)c1cn(CC(=O)N2CCOCC2)c2ccccc12,9,-14,-3,8,3,-7,5,-6,0.3
CCn1cc(C(=O)NCCc2ccc(OC)c(OC)c2)c(=O)c2cc(S(=O)(=O)N3CCOCC3)ccc21,0,22,-3,7,3,-9,5,-1,-0.4
